FBW7 activator = activators of human E3 ligase FBW7; Q969H0; AlphaScreen FBW7–phospho-cyclin E peptide binding, activator screen; normalized activity (activation), % at 26.1 µM; 650,000 compounds, 0.13% hits; in the data active = normalized activity above about 1.9%;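 also: purified mutant Fbw7 with reduced substrate affinity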
TEAD-YAP inh = TEAD-YAP interaction inhibition; HEK-TIYL cells, TEAD-Gal4/YAP UAS-luciferase luminescence; inhibition, % at 9.12 µM; 640,000 compounds, 1.4% hits; AID 1259422; in the data active = inhibition above about 32%;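 also: 0% = median of test compound wells and 100% = reference inhibitor wells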
GPR151 activ = human GPR151 activation; PathHunter beta-arrestin GPR151 cells, luminescence; activation, % at 11.2 µM; 650,000 compounds, 1% hits; AID 1508602; in the data active = activation above about 4.9%;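 also: 0% = median of compound wells and 100% = cells with positive control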
Target sequence (Q8TDV0 whole entry, looked up): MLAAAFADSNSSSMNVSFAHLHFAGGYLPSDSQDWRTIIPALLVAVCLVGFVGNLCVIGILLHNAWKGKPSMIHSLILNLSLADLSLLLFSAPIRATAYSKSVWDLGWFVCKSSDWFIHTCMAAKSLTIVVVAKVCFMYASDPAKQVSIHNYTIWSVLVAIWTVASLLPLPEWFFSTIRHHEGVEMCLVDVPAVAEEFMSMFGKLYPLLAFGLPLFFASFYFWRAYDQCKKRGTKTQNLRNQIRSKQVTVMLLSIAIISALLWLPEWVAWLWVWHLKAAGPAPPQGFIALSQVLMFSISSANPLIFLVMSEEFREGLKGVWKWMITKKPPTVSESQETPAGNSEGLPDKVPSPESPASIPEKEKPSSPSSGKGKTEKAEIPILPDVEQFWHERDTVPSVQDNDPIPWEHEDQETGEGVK
MITF primary = human MITF inhibition, primary screen; 650,000 compounds, 0.91% hits; inhibition, % at 2.6 µM; AID 1259374; AlphaScreen MITF homodimerization, bead proximity signal; in the data active = inhibition above about 50%;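 also: 0% = vehicle wells with protein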
Starred values were filed as active, the others as inactive.

1) COc1ccc(NC(=O)C2C3C=CC4(O3)C2C(=O)N(CCCN2CCC(Cc3ccccc3)CC2)C4C(=O)NC2CCCC(C)C2C)cc1 (stereo unspecified)
2) CCCOc1ccccc1NC(=O)CC1Sc2ccccc2NC1=O (stereo unspecified)
3) CCOc1ccc(NC(=O)c2c(Nc3ccccc3C)sc(C(=O)c3ccc([N+](=O)[O-])cc3)c2N)cc1
4) O=C(OCCOc1ccc([N+](=O)[O-])cc1)c1ccc(Br)o1
5) O=C(NCc1ccco1)C1CCN(c2nc3ccccc3n2Cc2ccc(F)cc2)CC1
Compound,1,2,3,4,5
FBW7 activator,0.1,0.0,0.0,0.8,0.0
MITF primary,-14,0,2,11,21
TEAD-YAP inh,-12,5,-4,-3,-15
GPR151 activ,-1.5,-0.1,-0.3,-0.9,1.2

6) COc1ccc(-c2nc(-c3c[nH]c4ccccc34)[nH]c2-c2ccccc2)cc1OC
7) Cc1ccc(C2(c3ccc(C)cc3)C(=O)NCc3ccccc32)cc1
8) COCCCNCCCCOc1ccccc1-c1ccccc1
9) CC(=O)N1C(Nc2ccccc2)CC(C)N1c1ccccc1 (stereo unspecified)
10) Cc1ccc(OCC(=O)Nc2ccccc2C(N)=O)cc1
Compound,6,7,8,9,10
FBW7 activator,0.1,-0.3,-0.1,0.1,-0.2
MITF primary,11,11,27,-7,1
TEAD-YAP inh,-15,-1,6,9,-35
GPR151 activ,1.5,0.3,1.0,1.1,0.8

11) CCOC(=O)C1CCCN(Cc2ccc(OC)c(OCC)c2)C1 (stereo unspecified)
12) CN(CC(=O)Nc1cccc(F)c1)CC(=O)Nc1cccc(Oc2ccccc2)c1
13) Cc1c(C(=O)N2CCOCC2)sc(NC(=O)Cc2ccccc2)c1C#N
14) Cc1cc(NS(=O)(=O)c2ccc(NC(=O)C3CC3)cc2)nc(C)n1
15) O=C(CSc1ccc(C(F)(F)F)cc1[N+](=O)[O-])OCC(F)(F)F
Compound,11,12,13,14,15
FBW7 activator,-0.1,-0.1,0.3,-0.1,-0.1
MITF primary,31,11,17,6,5
TEAD-YAP inh,4,1,11,0,0
GPR151 activ,0.8,2.1,-0.8,0.6,0.1

16) Nc1c(C(=O)c2ccc(Br)cc2)sc2nc3c(c(-c4cccs4)c12)CCCC3
17) COc1cccc(NC(=O)CCC2CCN(C(=O)Cc3cccc(F)c3)CC2)c1
18) CC1=C(C(=O)OC2CCCCCCC2)C(c2ccccc2OC(C)C)NC(=O)N1 (stereo unspecified)
19) NC(=S)N/N=C\c1ccc2c(c1)OCO2
20) CCC(C(=O)NC(C)(C)C)N(C(=O)Cn1nnc(-c2ccc(C)o2)n1)c1cccc(C)c1 (stereo unspecified)
Compound,16,17,18,19,20
FBW7 activator,-0.1,-0.1,0.1,-0.1,0.0
MITF primary,-3,-19,15,5,6
TEAD-YAP inh,2,0,0,-7,6
GPR151 activ,-0.4,0.5,0.1,1.5,0.9

21) CCOC(=O)N1CCc2c(sc(N)c2C(N)=O)C1
22) Cc1cc(C)n2nc(C(=O)N/N=C/c3ccccc3)nc2n1
23) CC(=O)N(c1ccccc1)C1CC(C)N(C(=O)c2cccs2)c2ccccc21 (stereo unspecified)
24) O=C(COC(=O)C1CC(=O)N(Cc2ccco2)C1)NC(=O)NC12CC3CC(CC(C3)C1)C2 (stereo unspecified)
25) COc1ccc(NC(C)=O)c(-c2nc3cc4ccccc4cc3n(Cc3ccccc3)c2=O)c1
Compound,21,22,23,24,25
FBW7 activator,-0.3,-0.3,0.0,0.0,-0.1
MITF primary,-7,-1,1,4,9
TEAD-YAP inh,-3,-4,10,-3,6
GPR151 activ,0.7,10*,1.1,-1.6,1.9

26) COCCCNC(=O)c1ccc2c(=O)n(CCCN3CCCC3=O)c(=S)[nH]c2c1
27) COc1ccc(S(=O)(=O)NNC(=O)c2cc3ccccc3o2)cc1
28) CC1=C(c2ccc(C)cc2)S(=O)(=O)N=C1N1CC(C)CC(C)C1 (stereo unspecified)
29) COC1CCC(C(=O)N2CCC(n3nc(-c4ccoc4C)oc3=O)CC2)CC1 (stereo unspecified)
30) Cc1nn(-c2ccccc2)c2sc(C(=O)N/N=C/c3ccccc3O)cc12
Compound,26,27,28,29,30
FBW7 activator,-0.6,1.3,0.2,0.0,0.1
MITF primary,-6,6,15,-9,6
TEAD-YAP inh,-6,19,28,2,11
GPR151 activ,-0.9,-1.0,-0.8,-1.0,-1.1

31) CC(/C=C/c1ccccc1)=N\NC(=O)C1CC12CCC2 (stereo unspecified)
32) CCC(=O)N1CCC(=O)Nc2ccccc21
33) COC(c1ccccc1)c1nnc(CCC(=O)NCCCn2ncc3ccccc32)o1 (stereo unspecified)
34) O=C(Nc1ccccc1Cl)c1nc2c(nnn2Cc2ccc3c(c2)OCO3)c(=O)[nH]1
35) Cc1ccc(-c2ccc(=O)n(CC(=O)NC3CCCCC3)n2)cc1
Compound,31,32,33,34,35
FBW7 activator,0.5,-0.1,0.5,0.0,-0.1
MITF primary,27,21,15,-7,-3
TEAD-YAP inh,-25,-10,2,-23,6
GPR151 activ,-1.2,-0.7,0.1,0.6,0.4

36) COc1ccc(OC)c(C2NC(=S)NC(C)=C2C(=O)Nc2ccccn2)c1 (stereo unspecified)
37) Cc1ccc(-n2c(=O)c3sccc3n(CC(=O)N3CCCC3)c2=O)cc1
38) COc1ccc(/C=C(\C(=O)N2CCN(C)CC2)n2ccccc2=O)cc1OC
39) CN(Cc1nc(-c2ccc(Cl)cc2)no1)C1CCOC1 (stereo unspecified)
40) O=C(Nc1ccc(N2CCOCC2)cc1)c1cccc(-n2nccc2NC(=O)C2CC2)c1
Compound,36,37,38,39,40
FBW7 activator,-0.1,0.1,0.2,0.2,0.1
MITF primary,-5,0,-1,-8,-8
TEAD-YAP inh,-3,2,5,-27,-6
GPR151 activ,1.1,-0.1,-0.1,1.8,-0.8

41) CN(C)CCCNC(=S)Nc1ccc(OC(F)F)cc1
42) COCC1CCN(C(=O)C2CCN(c3nc(C)c4ccccc4n3)CC2)CC1
43) COc1ccccc1CNC(=O)c1ccc2c(c1)NC(=O)C(N1CCCCC1)S2 (stereo unspecified)
44) COc1cc2c(cnn2-c2cccc(C(=O)NCCN3CCOCC3)c2)cc1N
45) Cc1ccc2oc(Nc3nc(-c4ccccc4)cc(=O)[nH]3)nc2c1
Compound,41,42,43,44,45
FBW7 activator,-0.1,-0.1,-0.2,0.8,-0.1
MITF primary,-6,-4,5,18,-2
TEAD-YAP inh,3,4,-5,1,-4
GPR151 activ,3.2,-1.0,0.0,-0.1,-2.0

46) O=C(Nc1ccc(F)cc1)N1CCN(c2ccc(-c3ccncc3)nn2)CC1
47) C=CCc1ccc(OCCOCCOc2ccc(C(=O)O)cc2)c(OC)c1
48) O=c1[nH]c(=O)n(CC2CCCO2)c(O)c1C=Nc1ccccc1Cl (stereo unspecified)
49) COc1ccc(N(C(=O)c2ccc(C(C)(C)C)cc2)S(=O)(=O)c2ccc(Cl)cc2)cc1
50) COc1cccc(NC(=O)C(=O)NCCc2ccc(S(N)(=O)=O)cc2)c1
Compound,46,47,48,49,50
FBW7 activator,0.2,0.0,0.0,0.2,0.1
MITF primary,8,1,15,7,-6
TEAD-YAP inh,-10,1,0,-3,-60
GPR151 activ,0.8,0.3,0.8,0.2,-0.9

51) CCOc1ccc(-n2c(O)c(C=Nc3ccc(F)cc3)c(=O)[nH]c2=O)cc1
52) CN(Cc1ccc(F)cc1Cl)S(=O)(=O)c1cccs1
53) Cc1ccc(NC(=O)c2ccc([N+](=O)[O-])cc2C(=O)O)cc1
54) CCOc1ccc(NC(=O)CSc2nc3ccsc3c(=O)n2Cc2ccc3c(c2)OCO3)cc1
55) O=C1CSC(c2ccccc2F)N1CCN1CCCCC1 (stereo unspecified)
Compound,51,52,53,54,55
FBW7 activator,-0.1,0.2,-0.1,0.1,0.0
MITF primary,10,2,7,2,12
TEAD-YAP inh,10,-11,-2,18,-1
GPR151 activ,-1.2,-0.7,3.2,0.6,-1.0

56) CCc1ccc(/C=N/Nc2ncnc3nc[nH]c23)cc1
57) COc1ccc(NCc2ccc([N+](=O)[O-])s2)c(OC)c1
58) CC(=O)Nc1ccc(NC2=C(N3CCOCC3)C(=O)c3ccccc3C2=O)cc1
59) O=C(Nc1cc(-c2nc3ncccc3o2)ccc1Cl)c1cccnc1Cl
60) O=C(NNC(=O)Nc1cccc2nsnc12)Nc1ccc2nsnc2c1
Compound,56,57,58,59,60
FBW7 activator,-0.1,0.6,-0.1,-0.2,-0.1
MITF primary,11,19,11,2,-2
TEAD-YAP inh,29,8,-5,-6,-2
GPR151 activ,-2.4,-0.2,-1.3,0.1,0.2

61) O=C(c1ccc2c(=O)n(Cc3ccc(Cl)cc3)c(=S)[nH]c2c1)N1CCN(c2ccc(F)cc2)CC1
62) CCN1C(=O)/C(=C\c2cccn2-c2ccc([N+](=O)[O-])cc2)N(CC)C1=S
63) CCN(CC)c1nc(C)nc2sc(C(=O)N3CCCC3)c(C)c12
64) Cc1ccc(CN2CCN3C(=O)[C@H](C)N(C)C(=O)[C@H]3C2)s1
65) CCOCCCNC(=O)CNCc1ccc(F)cc1
Compound,61,62,63,64,65
FBW7 activator,-0.1,0.1,0.0,0.8,-0.2
MITF primary,3,4,1,13,-5
TEAD-YAP inh,10,-2,-10,6,-7
GPR151 activ,0.8,2.7,-1.2,1.2,-1.5

66) COc1ccc(-c2ncnn2-c2cccc(Cl)c2C)cc1OC
67) COc1cccc2cc(C(=O)NCC3(c4ccc(F)cc4)CC3)oc12
68) NC(=O)c1cccc(-c2cnc(N3CCOCC3)c3nccn23)c1
69) CC(C)N(CCNC(=O)c1ccnc(-c2ccc(C(=O)NC3CC3)cc2)c1)C(C)C
70) CC1(C)CC2CC(C)(CN2c2nc(-c3ccc(Cl)cc3)cs2)C1 (stereo unspecified)
Compound,66,67,68,69,70
FBW7 activator,0.2,-0.2,-0.8,-0.2,-0.1
MITF primary,0,7,-3,-2,8
TEAD-YAP inh,4,2,-52,6,-11
GPR151 activ,0.7,-0.3,-0.9,-0.1,-0.8

71) Cc1nnc(SCC(=O)N(c2ccccc2)C(C)C)n1-n1cccc1
72) Cc1nc2cc(-c3cccc(F)c3)nn2c(N2CCN(CCN3CCOCC3)CC2)c1C
73) Cc1ccc(C)c(NC(=O)CCN2CCCCC2)c1
74) COc1ccc(N(CC(=O)Nc2ccc(Cl)cc2C)S(=O)(=O)c2ccc(C)c([N+](=O)[O-])c2)cc1
75) Cc1nc2c(c(=O)[nH]1)CCN(Cc1ccc3c4ccccc4n(C)c3c1)C2
76) CC(Cc1ccco1)NC(=O)c1cc(-c2ccco2)on1 (stereo unspecified)
Compound,71,72,73,74,75,76
FBW7 activator,0.7,-0.2,-0.1,0.1,0.0,1.3
MITF primary,16,0,-6,1,19,19
TEAD-YAP inh,1,0,2,12,9,-44
GPR151 activ,-0.9,-0.6,0.3,4.0,-1.9,-0.3
